Assay outcomes: PubChem BioAssay, Sanford-Burnham Center for Chemical Genomics
MPTP inh – permeability transition pore inhibition; 360,000 tested, 1.4% active; AID 602449; isolated mouse mitochondria, Ca2+ swelling absorbance, 30 min; inhibition, % at 10 µM;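 active = inhibition of 50% or more, scaled per plate between neutral and stimulator controls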;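 also: 0% = DMSO wells given calcium and 100% = 1 mM EGTA wells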
mIAP activ – mouse IAP activation; muIAP, CDP-Star luminescence, 30 min; active compounds read high; 1 = vehicle-only enzyme signal, 0 = enzyme-free wells; activation factor at 10 µM; 330,000 tested, 0.24% active;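 active = activation factor of at least 2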; also: the source names both 10 and 20 µM as test concentration; values of inactives mirror those of a sister screen read the other way
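System: Mouse IAP enzyme | Also added: CDP-Star substrate | Dosing: Compounds dispensed in DMSO | Schedule: 30 min enzyme-substrate-compound incubation at room temperature | Technique: Chemiluminescence readout | Control set: DMSO-only wells and no-enzyme negative control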
APOBEC3A inh – human APOBEC3A DNA deaminase inhibition; P31941; recombinant A3A, FAM/TAMRA ssDNA deamination fluorescence; inhibition, % at 20 µM; 330,000 tested, 0.41% active;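 active = at least 40% inhibition at 20 µM here, with at most 30% in a related deaminase screen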;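 also: plate controls were A3A with DMSO for no effect and wells lacking A3A enzyme for full effect; some results filed as inactive read as strong as hits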
mIAP inh – blocks mouse intestinal alkaline phosphatase. 330,000 tested, 0.2% active. AID 2806. purified mouse IAP, CDP-Star luminescence, 30 min. inhibition, % at 10 µM;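 active = inhibition of at least 40% at 10 µM in the primary screen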;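 also: plate controls were DMSO with enzyme for no effect and no enzyme wells for full effect; values of inactives mirror those of a sister screen read the other way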
beta cell repl – inducers of beta-cell replication in MIN6 cells; MIN6 cells proliferation, ATPlite luminescence, 48 h; cells starved in 0.2% serum; 100% = growth in 10% serum; proliferation, % at 10 µM; 330,000 tested, 0.29% active; AID 2380;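 active = compounds whose signal lies at least 3.5 SD above the mean of all wells on their plate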;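 also: 0% = DMSO-treated cells in low-serum medium and 100% = 10% serum control; some compounds called inactive have numbers as strong as hits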
A3G deaminase – inhibitors of human APOBEC3G DNA deaminase. inhibition, % at 20 µM. Q9HC16. recombinant A3G, ssDNA deamination FAM/TAMRA fluorescence. 330,000 tested, 0.28% active. AID 493012;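 active = inhibition of at least 40% at 20 µM, with no more than 30% in the related APOBEC3A deaminase screen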;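 also: plate controls were DMSO wells with A3G for no effect and wells lacking A3G enzyme for full effect; some compounds called inactive have numbers as strong as hits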
Target sequence (Q9HC16 whole entry, looked up): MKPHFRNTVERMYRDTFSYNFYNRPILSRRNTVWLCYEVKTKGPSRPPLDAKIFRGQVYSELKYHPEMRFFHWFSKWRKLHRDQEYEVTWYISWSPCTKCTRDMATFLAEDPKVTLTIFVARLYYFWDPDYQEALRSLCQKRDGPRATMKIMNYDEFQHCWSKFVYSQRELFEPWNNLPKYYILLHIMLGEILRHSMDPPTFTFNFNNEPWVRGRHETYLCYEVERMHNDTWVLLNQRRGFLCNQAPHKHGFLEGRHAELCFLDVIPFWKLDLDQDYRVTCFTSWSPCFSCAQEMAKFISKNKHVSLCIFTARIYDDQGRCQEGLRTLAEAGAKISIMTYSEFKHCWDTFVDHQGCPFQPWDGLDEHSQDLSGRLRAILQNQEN
GRIN3A LBD mod – modulates the human NR3A ligand-binding domain. NR3A LBD differential scanning fluorimetry, Tm shift; 0% = protein alone, 100% = glycine-bound protein. Tm shift relative to glycine control, % at 25 µM. 340,000 tested, 2.5% active;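 active = melting temperature shift of at least 10% of the positive control shift, at one fixed dose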
hIAP act – increases human intestinal alkaline phosphatase activity. AID 2524. activation factor at 10 µM. P09923. purified human IAP, CDP-Star luminescence, 30 min; active compounds read high; 1 = vehicle-only enzyme, 0 = enzyme-free background. 330,000 tested, 0.16% active;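 active = activation factor of the enzyme at least 2-fold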; also: the source names both 10 and 20 µM as test concentration; values of inactives mirror those of a sister screen read the other way
Target sequence (P09923 whole entry, looked up): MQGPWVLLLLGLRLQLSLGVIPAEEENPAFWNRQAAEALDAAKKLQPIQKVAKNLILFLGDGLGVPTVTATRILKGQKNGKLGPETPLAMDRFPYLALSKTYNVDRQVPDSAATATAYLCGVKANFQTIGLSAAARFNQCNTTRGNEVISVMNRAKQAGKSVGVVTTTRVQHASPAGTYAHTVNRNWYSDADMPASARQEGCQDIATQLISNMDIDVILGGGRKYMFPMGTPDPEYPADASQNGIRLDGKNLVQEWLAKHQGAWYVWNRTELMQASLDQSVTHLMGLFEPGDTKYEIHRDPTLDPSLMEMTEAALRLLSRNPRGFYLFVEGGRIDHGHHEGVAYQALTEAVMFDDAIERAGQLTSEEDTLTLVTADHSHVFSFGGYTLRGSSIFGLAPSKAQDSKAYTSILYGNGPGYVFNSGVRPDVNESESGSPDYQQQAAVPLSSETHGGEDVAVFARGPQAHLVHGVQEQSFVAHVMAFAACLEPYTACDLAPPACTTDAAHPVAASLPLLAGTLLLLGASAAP
hIAP block – human IAP inhibition | purified IAP, CDP-Star luminescence, 30 min | inhibition, % at 10 µM | P09923 | 330,000 tested, 0.12% active | AID 2544;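 active = inhibition reaching a set limit with compound at 10 µM in the primary screen, cut at about 35% in these data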;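 also: plate controls were DMSO wells with enzyme for no effect and no-enzyme buffer wells for full effect; values of inactives mirror those of a sister screen read the other way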
* hit, by the source's call; . = no result given; & = joins results of further samples.

SMILES	MPTP inh	mIAP activ	APOBEC3A inh	mIAP inh	beta cell repl	A3G deaminase	GRIN3A LBD mod	hIAP act	hIAP block
COc1ccc(OC)c(C2C(C(=O)c3cccs3)=C(O)C(=O)N2CCN2CCOCC2)c1 (stereo unspecified)	0.9	1	-3	-5	1	-7	2	1.2	-17
COc1ccc(OC)c(/C=C2\Oc3cc(OCC(=O)N4CCC[C@H]4C(=O)O)ccc3C2=O)c1	-1.2	0.95	-3	5	0	-12	0	0.89	12
Cc1cc(C)cc(NC(=S)Nc2ccc3cn[nH]c3c2)c1	-2.3	1.1	0	-5	0	-8	15*	0.84	16
O=C(Nc1cccc(Cl)c1)c1ccc(F)c(S(=O)(=O)N2CCN(c3ccccn3)CC2)c1	37	1.1	-2	-9	-5	-4	2	0.86	14
COc1ccc2[nH]cc(CCNS(=O)(=O)c3ccc(F)cc3)c2c1	-1.0	1.1	-5	-12	-3	-6	-1	1.1	-6
Cc1cc([N+](=O)[O-])ccc1NC(=S)NC(=O)Cc1ccccc1	0.7	0.95	-1	5	-3	-4	-9	1.1	-11
COc1ccc(-c2nc3ccccc3c(=O)n2CCOc2c(C)cccc2C)cc1	5.0	1	-3	-1	-5	-9	0	0.94	6
CC(OC(=O)c1ccccc1OCc1ccc(Cl)cc1)C(N)=O (stereo unspecified)	0.8	1	1	-2	-1	-5	-1	1.1	-12
CCOC(=O)CCc1c(C)c2ccc(OCC(=O)OC(C)C)cc2oc1=O	0.0	0.99	1	0	-1	0	-1	1.1	-6
O=C(Nc1ccc(Br)cc1)c1cccc2c1C(=O)N(C1CCCCC1)C2	1.1	0.99	0	1	-2	1	-3	0.88	12
COc1ccc(C(=O)Nc2nc(N)n(-c3ccccc3)n2)cc1	15	1	-5	-1	0	-9	1	1	-3
O=C(Cc1ccccn1)c1ccccc1	-0.3	1.1	3	-9	2	-4	0	1.1	-9
CCOC(=O)C1CCN(c2ncnc3c2[nH]c2cccc(OC)c23)CC1	-13	1	3	0	1	-3	-1	1.1	-8
COc1ccc(OCC(=O)Nc2ccc(NC(=O)c3cccs3)c(OC)c2)cc1	0.0	1.1	3	-6	-2	-4	-5	1.1	-12
CCC(C)Sc1cc(C)c(C#N)c2nc3ccccc3n12 (stereo unspecified)	10	1	-5	-1	1	-3	8	0.95	5
Cc1oc2c(c1C(=O)NCc1cccnc1)C(=O)c1ccccc1C2=O	.	1	-1	-2	-6	-2	2	1	-4
O=C(CSc1nnc(-c2ccccc2)c(-c2ccccc2)n1)N1CCOCC1	-0.6	1.1	-19	-6	0	-9	0	0.96	4
O=C(Nc1nccs1)c1ccc(-c2ccc(Cl)cc2)o1	1.6	0.94	0	6	-5	-5	20*	0.88	12
CCc1ccc(NC(=S)N(CCCN2CCOCC2)Cc2ccco2)cc1	-1.3	0.95	6	5	-2	-10	-1	1.1	-9
Cn1c(SCC(=O)Nc2sccc2C#N)nnc1-c1ccccc1	0.1	0.91	-2	10	-3	-5	-2	1.1	-12
CC(C)(C)OC(=O)Nc1ccc([C@@H](NC(=O)OC(C)(C)C)C(=O)OC(C)(C)C)cc1	1.3	0.91	-3	9	3	-6	2	0.93	7
O=C1C(N2CCOCC2)=C(n2nnc3ccccc32)C(=O)c2ccccc21	3.8	0.95	-1	5	-4	-1	2	0.8	20
CC(C)CC(NC(=O)C1CCC(C)CC1)C(=O)NCc1ccccn1 (stereo unspecified)	-0.2	1	1	-2	-1	-5	-2	1	0
CC(=O)c1ccc(Oc2cc(C)nc(-n3nc(C)cc3C)n2)cc1	0.3	0.97	0	3	1	-3	2	1.1	-13
Cn1c(=O)c2c3c(sc2n2cnnc12)CCC3	-4.7	1	2	-4	1	-1	-2	1.1	-11
Going on with the list.
SMILES	MPTP inh	mIAP activ	APOBEC3A inh	mIAP inh	beta cell repl	A3G deaminase	GRIN3A LBD mod	hIAP act	hIAP block
c1cc2c3c(cccc3c1)NC(c1ccc3c(c1)OCO3)N2	2.7	0.96	1	4	-6	2	2	0.96	4
COc1ccc(NS(=O)(=O)c2cc(OCC(N)=O)c(C)cc2Cl)cc1	-2.0	1.2	-1	-16	-1	-4	1	1.1	-6
Cc1cc(-c2nc(C)c(C(=O)NNS(=O)(=O)c3ccc(Cl)cc3Cl)s2)no1	2.7	0.93	-4	7	-2	-4	0	1.2	-18
CCOC(=O)C1CCCN(C(=O)c2cc(S(=O)(=O)Nc3ccccc3OC)ccc2C)C1 (stereo unspecified)	1.9	1.1	2	-8	-3	0	-1	1	-1
COc1cc(/C=C/C(=O)OCC(=O)Nc2cc(S(=O)(=O)N3CCCCC3)ccc2C)ccc1O	-5.3	0.92	1	8	-2	2	-8	0.85	15
S=C1NCCc2ccc(Cl)cc2C1c1ccccc1Cl (stereo unspecified)	-0.8	0.96	-2	4	1	-2	-1	1.1	-12
S=c1[nH]nc(COc2ccc(Cl)cc2)o1	2.3	1.1	-6	-9	-2	-4	1	1.1	-6
O=P(CCCO)(Cc1ccccc1)Cc1ccccc1	0.1	1	0	-3	-1	-9	-1	1.1	-7
CSCCC(=O)N1CCN(CC(=O)N2CCCC2)CC1	-0.1	0.99	0	0	-2	-9	0	0.95	5
Cc1ccc(CSC2=NCCN2S(=O)(=O)c2ccccc2)cc1	1.0	0.88	-3	12	-3	-6	0	1.2	-17
O=C(Cc1ccc(S(=O)(=O)N2CCCC2)s1)Nc1nc2c(s1)CCCC2	0.7	0.91	9	9	-2	3	-4	1.1	-10
COc1cc(NC(=O)CCC(=O)OCCCC(F)(F)C(F)(F)F)nc(OC)n1	-1.1	0.99	3	1	-2	0	-1	1	-4
O=S(=O)(c1ccccc1F)N1CCC(c2nc3ccccc3[nH]2)CC1	-0.8	1.1	-3	-10	0	-10	2	0.87	13
COc1ccc(/C=C2\SC(=S)N(CCCC(=O)Nc3ccccc3C(=O)O)C2=O)cc1OC	0.8	0.84	-4	16	-4	-6	1	0.9	10
COc1ccc(N(C(=O)c2cccnc2)S(=O)(=O)c2ccc(Cl)cc2)cc1	0.1	0.94	0	6	-2	5	1	0.98	2
COc1ccc(S(=O)(=O)N2CCC(C(=O)NC3CC(C)(C)NC(C)(C)C3)CC2)cc1	-0.7	1.1	-5	-5	-1	-6	-1	1	0
Cc1cc(C2CC(=O)Nc3ccccc3S2)c(C)s1 (stereo unspecified)	-2.9	1	-3	-5	-1	-7	-2	1.1	-10
O=C(c1cn(Cc2ccccc2)nc1-c1ccccc1)N1CCN(c2ccccn2)CC1	2.2	0.98	-1	2	-3	-8	0	0.86	14
CCN1C(=O)C(O)(C2COC(C)(C)CC2=O)c2ccccc21 (stereo unspecified)	0.6	0.91	-2	9	-1	-4	1	1	-3
O=C1ON=C(c2ccccc2[N+](=O)[O-])/C1=C/c1cccc([N+](=O)[O-])c1O	-2.5	0.91	57*	9	3	17	0	1	0
COc1ccc(C=O)cc1CSc1ncccc1C(=O)O	-0.6	1	0	0	2	-4	1	0.97	3
NC(N)=N/N=C/c1c(Cl)cccc1Cl	2.2&-1.7	1.1	2&-1	-2	-4	1&-5	-1&0	1.4	-21
COc1ccc(NC(=O)CSc2nnc(-c3ccoc3C)n2CC2CCCO2)cc1 (stereo unspecified)	-0.8	0.97	0	3	-1	1	-1	1	-3
Nn1c(SCC(=O)Nc2ccc3c(c2)OCCO3)nnc1-c1ccccn1	0.3	1	-3	-2	-2	-2	0	1.3	-26
CC(=O)Nc1ccc(S(=O)(=O)NC2CC(=O)N(c3ccc(C)c(C)c3)C2)cc1 (stereo unspecified)	-2.6	0.97	-3	3	-2	-4	1	1	-2
(more compounds)
SMILES	MPTP inh	mIAP activ	APOBEC3A inh	mIAP inh	beta cell repl	A3G deaminase	GRIN3A LBD mod	hIAP act	hIAP block
CSCCC(NS(=O)(=O)c1ccccc1F)C(=O)NCCCn1nc(C)cc1C (stereo unspecified)	-1.0	0.97	-1	3	0	-3	0	0.97	3
O=C(COc1coc(CN2CCN(c3ccccc3)CC2)cc1=O)Nc1ccccc1	0.1	0.97	6	3	-2	4	1	0.99	0
CC(=O)Nc1ccc(NC(=O)CC2SC(=O)N(CC(=O)c3ccccc3)C2=O)cc1 (stereo unspecified)	1.6	0.98	2	2	-2	-7	6	0.93	7
Cc1cc(/C=N/NC(=O)c2cccc([N+](=O)[O-])c2)c(C)n1-c1ccc(Cl)cc1Cl	-0.9	0.95	-11	5	-4	-3	0	1.2	-15
COc1cc2sc3cc(NCCCN4CCOCC4)ccc3c(=O)c2cc1OC	0.7	0.97	3	3	-3	-3	-5	1.1	-7
COc1ccc(CNC(=O)C2CCCN(S(=O)(=O)c3cnc[nH]3)C2)cc1 (stereo unspecified)	-1.6	0.94	-2	6	7	-4	-1	1.2	-23
COC(=O)N(NC(=O)C(O)(C(C)C)C(C)C)c1ccccc1	2.7	0.99	-2	1	-2	-9	0	1.2	-18
CC(=O)N1CCN(c2ccc(NC(=O)c3cc(Cl)ccc3Cl)cc2)CC1	1.5	0.95	3	5	2	3	-1	1.1	-6
Cc1ccc(C(c2nnnn2Cc2cccs2)N2CCN(C(=O)c3ccco3)CC2)cc1 (stereo unspecified)	-1.3	0.95	-3	5	-1	-1	0	1	-4
COC(=O)c1[nH]c2ccc(C)cc2c1NC(=O)CN1CCC(C)CC1	0.2	1	4	-1	-1	-4	1	1.1	-11
CCOc1cc(N2CCOCC2)c(OCC)cc1NC(=O)C(C)Oc1ccccc1 (stereo unspecified)	0.3	1	2	-3	-2	2	-3	1.2	-15
Cn1cnnc1SCC(=O)NCCC1=CCCCC1	-0.5	1	6	0	4	-1	1	0.89	11
Fc1ccccc1CNc1ccc(Cl)c(Cl)c1	7.7	1	0	-2	-2	-5	-19	0.99	1
CCCc1nnc(NC(=O)CCC(=O)N2CCCCC2CC)s1 (stereo unspecified)	0.9	1.1	-2	-7	2	-2	1	0.96	4
Cc1cc(C)nc(SCc2cc(=O)c(OC(=O)c3ccc(S(=O)(=O)N4CCCC4)cc3)co2)n1	1.8	1.1	-1	-6	-3	-4	-1	0.96	4
Cc1n[nH]c(=O)c2c(NC(=O)CSc3ccccc3F)oc(C)c12	-1.4	1.1	1	-6	-1	-3	5	1.2	-15
COc1cccc(NC(=O)Nc2cccs2)c1	-2.7	0.99	-2	0	-3	-4	3	0.94	6
CC(=O)Nc1ccc(C#Cc2ccc(NC(C)=O)cc2)cc1	1.2	1	-1	-3	-3	-5	29*	0.82	18
Cc1cccc(C(=O)N(NC(=O)Oc2ccccc2)C(C)(C)C)c1	-0.1	1.1	-1	-6	0	2	-4	0.85	15
CCOc1ccc(CC(=O)N2N=C(C)CC2(O)C(F)(F)F)cc1 (stereo unspecified)	0.7	1.1	3	-8	0	-5	-1	1	-4
O=C(CSc1nc2ccccc2c(=O)n1-c1ccccc1)N1CCc2ccccc2C1	84*	1	3	-1	0	15	-2	1.1	-6

Rewritten field by field: entries from further up
COc1cc2sc3cc(NCCCN4CCOCC4)ccc3c(=O)c2cc1OC
  MPTP inh: 0.7
  mIAP activ: 0.97
  APOBEC3A inh: 3
  mIAP inh: 3
  beta cell repl: -3
  A3G deaminase: -3
  GRIN3A LBD mod: -5
  hIAP act: 1.1
  hIAP block: -7
CSCCC(NS(=O)(=O)c1ccccc1F)C(=O)NCCCn1nc(C)cc1C (stereo unspecified)
  MPTP inh: -1.0
  mIAP activ: 0.97
  APOBEC3A inh: -1
  mIAP inh: 3
  beta cell repl: 0
  A3G deaminase: -3
  GRIN3A LBD mod: 0
  hIAP act: 0.97
  hIAP block: 3

An unsorted share of the library; overall some 5% were active at least once.
